Screening data from PubChem.
inhibitors of VEEV – inhibitors of VEEV TC-83 cytopathic effect, confirmation, Vero cells (AID 588727); 350,000 compounds, 0.13% hits; Vero cells, VEEV TC-83 cytopathic effect inhibition; higher % means a stronger effect; inhibition, % at 20 µM, or IC50 in µM where a hit was titrated; in the data active means a potency from the dose series; inconclusive means inhibition mostly from about 14% at the one dose, without a potency; inactive means the rest, 99 in 100 with inhibition below about 12%; further: strong numbers were not always called active
M. tuberculosis – growth inhibition of non-replicating M. tuberculosis (AID 488890); 320,000 compounds, 0.39% hits; Mycobacterium tuberculosis non-replicating, growth inhibition; higher % means a stronger effect; inhibition, % at 25 µM, or IC50 in µM where a hit was titrated; in the data active means a potency from the dose series; inconclusive means inhibition mostly from about 82% at the one dose, without a potency; inactive means the rest, 99 in 100 with inhibition below about 76%;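 further: plate controls were DMSO cells for no effect and high antibiotic wells for full effect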
H37Rv inhibition – M. tuberculosis growth inhibition, HTS (AID 449762); M. tuberculosis H37Rv growth inhibition, 7H9 media; higher % means a stronger effect; one-dose inhibition, % at 25 µM; IC50 in µM for titrated hits; 330,000 compounds, 0.59% hits; in the data active means a potency from the dose series; inconclusive means inhibition above about 70% without an active follow-up result;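 further: bacterial growth assessed after seven days of incubation; strong numbers were not always called active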
influenza NS1A – H1N1 influenza NS1A inhibitors, functional cell based assay (AID 504329); 340,000 compounds, 0.3% hits; inhibition, % at 12.5 µM; hits with a dose series show IC50 in µM; NS1A functional cell-based assay, percent inhibition; higher % means a stronger effect; in the data active means a potency from the dose series; inconclusive means inhibition above about 27% without an active follow-up result; further: strong numbers were not always called active
Salmonella PhoP GFP – PhoP regulon inhibitors, Salmonella typhi PhoP promoter GFP reporter, confirmatory (AID 1850); Salmonella Typhi PhoP-promoter GFP reporter, fluorescence, 4 h; higher % means a stronger effect; 310,000 compounds, 0.33% hits; one-dose inhibition, % at 50 µM; IC50 in µM for titrated hits; in the data active means a potency from the dose series; inconclusive means inhibition mostly from about 25% at the one dose, without a potency; inactive means the rest, 99 in 100 with inhibition below about 19%;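 further: 0% = induced wells with vehicle and 100% = uninduced wells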
inhibitors of VEEV 10K pilot screen – recorded beside inhibitors of VEEV, whose call it bears; inhibition, %; measured here: 10K pilot screen inhibition
* marks the source's active call; other numbers are inactive results; i = inactive; ? = inconclusive; nt = not tested or not shown; & = joins results of further samples.

SMILES	inhibitors of VEEV	M. tuberculosis	H37Rv inhibition	influenza NS1A	Salmonella PhoP GFP	others
Cc1ccc(NC(=S)NC(=O)CC2CC(C)(C)OC2=O)cc1 (stereo not given)	0.3%	18%	7%	5%	5%
Cn1c2c(c(=O)n(C)c1=O)C(c1ccc(O)cc1)Nc1ccccc1O2 (stereo not given)	2.8%	74%	1%	-13%	5%
CC(C)NC(=O)c1onc(CSc2ccc(Cl)cc2)c1C(=O)NC(C)C	1.8%	2%	7%	-13%	-9%
N=C1CCCN1CC(=O)c1ccc(Cl)cc1	i	-12%	9%	-15%	-4%
COc1cc(C)c(C)cc1S(=O)(=O)N1CCN(Cc2ccccc2)CC1	0.6%	21%	3%	7%	2%
CCOC(=O)C1=C(C)NC(SCC(N)=O)=C(C#N)C1c1ccncc1 (stereo not given)	1.1%	24%	1%	7%&2%	35%	inhibitors of VEEV 10K pilot screen=0.2
Cc1cccc(NC(=O)CSc2nc(=O)n(CCCN3CCOCC3)c3c2CCCC3)c1	9.2%	2%	-13%	-3%	5%
O=C(CSc1nc2ccccc2[nH]1)NC(=O)NCc1ccco1	0.0%	53%	2%	-1%	5%
Cn1c(CSc2ncccn2)nnc1SCC(=O)N1CCCC1	0.1%	-3%	-2%	2%	1%
NC(=O)c1ccccc1OCC(=O)N1CCc2ccccc2C1	i	35%	-9%	7%	-11%
O=C(CC(c1ccccc1)c1ccccc1)NCC1CCCO1 (stereo not given)	1.3%	8%	3%	-2%	-5%
CN(C(=O)COC(=O)CNC(=O)c1ccccc1F)C1CCCCC1	2.5%	-19%	-5%	9%	-2%
COc1ccccc1-n1nnnc1SCC(=O)Nc1cc(C)on1	1.1%	4%	-2%	-1%	0%
Cc1cc([N+](=O)[O-])ccc1NCc1ccccc1[N+](=O)[O-]	1.2%	-4%	1%	-5%	1%
Cc1cc(NC(=O)CCC(=O)N(Cc2ccco2)C(C(=O)NC2CCCC2)c2ccccc2)no1 (stereo not given)	i	3%	-2%	-6%	6%
COc1ccc(CCC(=O)OCC(=O)Nc2ccc(C)c(S(=O)(=O)N(C)C)c2)cc1	1.7%	19%	13%	1%	6%
COCCCC1CCN(Cc2cn[nH]c2-c2cc(OC)c(OC)c(OC)c2)CC1	0.3%	-6%	-10%	-11%	1%
Cn1cccc1Cc1nnc(SCC(=O)Nc2nc3ccccc3s2)n1CCc1ccccc1	7.8%	1%	-2%	0%	-17%
COC(=O)c1cc2c(-c3ccccc3)c(C)c3ccccn3c-2c1C(=O)OC	6.3%	60%	64%	26%	-1%
Clc1cccc(Cl)c1Cn1cnc(=NCc2ccco2)c2[nH]cnc21	1.5%	59%	63%	-14%	7%
CCn1ccnc1CN1CCN(CC(C)C)C(CCO)C1 (stereo not given)	0.3%	9%	-2%	-5%	8%
Cc1ccc(CN2CCNC(=O)C2CC(=O)N(C)C2CCCCC2)cc1 (stereo not given)	1.5%	3%	-9%	-2%	-8%
CN(C(=O)c1ccccc1-c1ncc[nH]1)C1CCCN(Cc2ccccc2F)C1 (stereo not given)	2.3%	25%	5%	-2%	-3%
O=c1cc(-c2ccsc2)oc2ccc(-c3ccc4cc[nH]c4c3)cc12	1.2%	18%	3%	3%	nt

Among those listed so far, these have a halogen.
SMILES	inhibitors of VEEV	M. tuberculosis	H37Rv inhibition	influenza NS1A	Salmonella PhoP GFP	others
CC(C)NC(=O)c1onc(CSc2ccc(Cl)cc2)c1C(=O)NC(C)C	1.8%	2%	7%	-13%	-9%
N=C1CCCN1CC(=O)c1ccc(Cl)cc1	i	-12%	9%	-15%	-4%
CN(C(=O)COC(=O)CNC(=O)c1ccccc1F)C1CCCCC1	2.5%	-19%	-5%	9%	-2%
Clc1cccc(Cl)c1Cn1cnc(=NCc2ccco2)c2[nH]cnc21	1.5%	59%	63%	-14%	7%
CN(C(=O)c1ccccc1-c1ncc[nH]1)C1CCCN(Cc2ccccc2F)C1 (stereo not given)	2.3%	25%	5%	-2%	-3%

(continued)
SMILES	inhibitors of VEEV	M. tuberculosis	H37Rv inhibition	influenza NS1A	Salmonella PhoP GFP	others
C/C(=N\NC(=O)c1cc2c(s1)CCC(C)C2)c1cccnc1 (stereo not given)	1.0%	58%	29%	-13%	-3%
Cc1ccc(S(=O)(=O)NC(CC(C)C)C(=O)NCc2ccco2)cc1 (stereo not given)	i	-15%	-18%	-4%	-4%
CNC1(C(N)=O)CCNCC1	i	-15%	12%	1%	-14%
CCOC(=O)C1CCN(Cc2nc3ccc(Cl)cc3n2CCO)CC1	1.3%	-4%	5%	-1%	-16%
NC(=O)CSC1=Nc2ccccc2C2=NC(CC(=O)NCc3cccs3)C(=O)N12 (stereo not given)	1.7%	-5%	7%	3%	8%
COc1cccc(NC(=O)Cn2cc(C=O)c3ccccc32)c1	i	46%	4%	-5%	-7%
CCOc1cc(CNCC(C)C)cc(Cl)c1OCc1ccccc1	i	?	6%	3%	5%
O=C1[C@@H](Oc2ccccc2)[C@@H](c2ccccc2)N1c1ccccc1	0.6%	nt	nt	-20%	nt
O=C(c1ccc2c(c1)OCO2)C1CCCN(Cc2c(F)cccc2Cl)C1 (stereo not given)	1.8%	64%	2%	-7%	-5%
CC(=O)c1ccc(N(CC(=O)NC2CCS(=O)(=O)C2)S(=O)(=O)c2ccc(C)cc2)cc1 (stereo not given)	i	-16%	2%	-23%	nt
Cc1cc(N2CCN(S(=O)(=O)Cc3ccccc3)CC2)n2ncnc2n1	i	-2%	-8%	18%	0%
COC(=O)c1ccc(Sc2ccc(C)cc2)c(N)c1	i	64%	19%	3%	-10%
CCc1nnc(NC(=O)[C@@H](NC(=O)c2ccc(OC)cc2)C(C)C)s1	0.6%	-1%	-4%	3%	6%
COc1cc(/C=N/NC(=O)C(=O)NCC2CCCO2)cc(Cl)c1O (stereo not given)	1.1%	4%	6%	-11%	15%
C/C(=N/NC(=O)CNC(=O)c1ccncc1)c1ccc(Cl)cc1	2.4%	-7%	-3%	11%	-6%
CC(C)CC1Nc2ncnc(N3CCN(c4ccccc4)CC3)c2N(Cc2ccccc2)C1=O (stereo not given)	i	49%	12%	88%	0%
COc1ccccc1CNC(=O)CN(C)Cc1ccc(SC)cc1	0.7%	14%	6%	-4%	-4%
Clc1ccc(CNCCCSc2ncccn2)cc1Cl	0.9%	11%	-3%	-3%	-2%
CCN1CCN(CCCNC(=O)c2ccc(CS(=O)c3ccc(Br)cc3)o2)CC1 (stereo not given)	0.5%	-1%	-2%	6%	-1%
Cn1c(=O)c2c(nc(CN3CCN(Cc4ccccc4)CC3)n2Cc2ccc(Cl)cc2)n(C)c1=O	3.6%	56%	23%	27%	0%
COc1ccc(/C=C/C(=O)NCc2ccccn2)cc1OC	1.1%	-8%	1%	1%	-6%
Cc1cc(C)cc(NS(=O)(=O)c2cccs2)c1	0.2%	-9%	-7%	-2%	8%
COc1ccc(NC(=O)CC2Sc3ncnn3C2=O)cc1 (stereo not given)	8.2%	47%	0%	3%	32%
CCN(C(=O)COC(=O)c1cc(=O)[nH]c2ccccc12)C1CCS(=O)(=O)C1 (stereo not given)	1.0%	2%	1%	-10%	-7%

Looked up one by one from above, two records:
SMILES	inhibitors of VEEV	M. tuberculosis	H37Rv inhibition	influenza NS1A	Salmonella PhoP GFP	others
CC(C)CC1Nc2ncnc(N3CCN(c4ccccc4)CC3)c2N(Cc2ccccc2)C1=O (stereo not given)	i	49%	12%	88%	0%
COc1ccccc1CNC(=O)CN(C)Cc1ccc(SC)cc1	0.7%	14%	6%	-4%	-4%

Copied from above, 2 compounds:
SMILES	inhibitors of VEEV	M. tuberculosis	H37Rv inhibition	influenza NS1A	Salmonella PhoP GFP	others
COc1ccc(NC(=O)CC2Sc3ncnn3C2=O)cc1 (stereo not given)	8.2%	47%	0%	3%	32%
CCN(C(=O)COC(=O)c1cc(=O)[nH]c2ccccc12)C1CCS(=O)(=O)C1 (stereo not given)	1.0%	2%	1%	-10%	-7%

Next part:
SMILES	inhibitors of VEEV	M. tuberculosis	H37Rv inhibition	influenza NS1A	Salmonella PhoP GFP	others
Cc1snc2sc(C(=O)c3ccc(F)cc3)c(N)c12	0.9%	-6%	-2%	-9%	0%
O=[N+]([O-])c1ccc(Cl)cc1CNc1ccc(F)c(F)c1	0.8%	2%	-6%	-1%	0%
CC1=CC(C)(C)N2C(=O)C(=O)c3cc(OC(=O)c4ccco4)cc1c32	8.8%	-11%	65%	nt	0%
COc1ccc(Cl)cc1NS(=O)(=O)c1ccc(S(=O)(=O)N2CCCC2)cc1	2.6%	34%	-3%	0%	-12%
Cc1ccc(C)c(-n2c(C)cc(/C=N/NC(=O)c3c(C)nc4cc(C)ccn34)c2C)c1	5.0%	?	-1%	28%	-1%
Cc1cccc(-c2nn(-c3ccccc3)cc2C(=O)N(C)CC(=O)Nc2ccc(N3CCOCC3)cc2)c1	1.3%	1%	0%	-6%	-3%
OCCOc1ccc(CN2CCN(CCCc3ccccc3)C(CCO)C2)cc1 (stereo not given)	i	15%	9%	3%	2%
O=C(O)CC(CC(=O)O)n1cccc1	0.5%	nt	nt	-25%	nt
CCOC(=O)c1cc(NC(=O)CSCCO)ccc1Cl	0.3%	46%	?	4%	3%	inhibitors of VEEV 10K pilot screen=2.3
COc1cccc(N=c2oc3ccc(OC)cc3cc2-c2nc3ccccc3[nH]2)c1	2.5%	-3%	nt	-5%	-7%
COc1cccc(/C=N/Nc2cc(Cl)nc(C)n2)c1O	0.3%	48%	?	-13%	8%
O=C(CN1C(=O)C2CC=CCC2C1=O)Nc1nc(-c2ccc(F)cc2)cs1 (stereo not given)	6.0%	27%	10%	-16%	nt
CC(C)COc1ccc(C(=O)Nc2sc3c(c2C(=O)O)CC(C)(C)OC3)cc1	8.9%	76%	-6%	-1%	0%	inhibitors of VEEV 10K pilot screen=0.9
O=C(C1CC1)N(CCN(C(=O)C1CC1)c1ccccc1)c1ccccc1	i	-6%	-3%	17%	2%
Cc1nc(-c2ccc(S(=O)(=O)Nc3ccc(S(N)(=O)=O)cc3)cc2)co1	1.2%	-14%	7%	-1%	-9%
O=C(NCc1ccccc1F)c1ccc(S(=O)(=O)N2CCCCCC2)cc1	2.8%	28%	3%	-11%	nt
CC[C@]12c3[nH]c4ccccc4c3CCN1C(=O)C(CC(=O)NCC13CC4CC(CC(C4)C1)C3)C[C@@H]2C(=O)N1CCN(C(=O)c2ccco2)CC1 (stereo not given in full)	4.1%	?	?	13%	nt
Cc1ccc(SCC(=O)OC(C)C(=O)N2CCc3ccccc32)cc1 (stereo not given)	0.1%	67%	0%	3%	-5%
Cc1ccc(NC(=O)c2c(-c3c(F)cccc3Cl)noc2C)cc1F	6.0%	22%	nt	-15%	0%
O=c1c2sccc2n(Cc2cc(=O)n3ccccc3n2)c(=O)n1-c1ccccc1	0.5%	-16%	2%	-5%	-4%
OCC(O)/C=N/Nc1nc(N2CCCCC2)nc(N2CCCCC2)n1 (stereo not given)	i	-6%	1%	5%	-5%
O=C(NCc1ccccc1Cl)C1CCN(S(=O)(=O)c2ccc(-n3cnnn3)cc2)CC1	i	-6%	3%	-7%	3%
O=C(C[C@H]1C/C=C\CCC(=O)OC[C@H]2CCCN2C1=O)NCCO	1.1%	-8%	-4%	-3%	nt
CCCC/C(C)=N\NC(=O)CNS(=O)(=O)c1ccc([N+](=O)[O-])cc1	0.6%	8%	7%	-2%	-2%
O=C(NCCc1ccccc1)c1ccnc(/C=N/O)c1	i	-5%	5%	-19%	-4%
CSc1nc2n(n1)C(c1cc(Br)ccc1F)C(C(=O)N(C)C)=C(C)N2 (stereo not given)	0.6%	23%	-14%	-6%	-7%	inhibitors of VEEV 10K pilot screen=1.2
